Glyco luc inh = N-linked glycosylation inhibition; D54 ERlucT glycosylation luciferase reporter, 24 h; percent of 100 nM tunicamycin response; hit rate 0.23% among 360,000; AID 588692; reporter increase, % at 12.5 µM;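 active means mean luciferase reporter signal, scaled so untreated is 0 and the glycosylation-blocking control 100, at or above a set limit in every replicate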;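 further: luciferase carries N-glycosylation sites so blocking glycosylation raises the light; 0% = median of neutral control wells and 100% = median of 100 nM tunicamycin wells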
Granule exo inh = lytic granule exocytosis inhibition. TALL-104 LAMP-1 surface exposure, flow cytometry; cells stimulated with thapsigargin and PMA. inhibition, % at 10 µM. hit rate 0.66% among 360,000. AID 651702;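 active means inhibition above about 55%, limit read from the data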
H9c2 protect = myocardial damage modulation in H9c2 cells; H9c2 cardiomyocytes, H2O2 injury protection, ATPLite, 2 h; protection from H2O2 cell death, % at 20 µM; hit rate 0.63% among 360,000; AID 588492;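 active means compounds giving at least 50% protection of heart cells from peroxide-induced death in the single-dose screen, raw or plate-pattern-corrected value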;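 further: 0% = DMSO wells with peroxide and 100% = DMSO wells without peroxide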
CaV13 ICDI inh = Primary screen for inhibitors of IQ motif and Ca2+-dependent inactivation inhibitor domain binding in CACNA1D, Förster resonance energy transfer in living cells, …. AID 743397. inhibition, % at 12.3 µM. hit rate 0.098% among 340,000. HEK cells, CFP/YFP FRET ICDI-IQ, plate reader, 10 min; percent FRET-ratio fall versus neutral wells;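 active means mean replicate inhibition of at least 30% and at least 1% of replicates passing that level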;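 further: 0% = median of the neutral control wells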
iPSC survival up = hiPSC single-cell survival enhancement; ATPlite luminescence; 100% = ROCK inhibitor wells, 0% = DMSO; survival enhancement, % at 20 µM; AID 602274; hit rate 0.044% among 360,000; in the data active means survival enhancement above about 18%;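 further: cells exposed to compounds for 16 hours before the ATP read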
PDI inh = blocks human protein disulfide isomerase activity; P07237; PDI insulin aggregation turbidity, A650, 90 min; inhibition, % at 10 µM; hit rate 0.052% among 350,000; AID 588391;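 active means mean inhibition across replicates of 30% or more, whatever share of single replicates reach that level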;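 further: absorbance from insulin aggregation driven by PDI reduction with DTT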
Target sequence (P07237 whole entry, looked up): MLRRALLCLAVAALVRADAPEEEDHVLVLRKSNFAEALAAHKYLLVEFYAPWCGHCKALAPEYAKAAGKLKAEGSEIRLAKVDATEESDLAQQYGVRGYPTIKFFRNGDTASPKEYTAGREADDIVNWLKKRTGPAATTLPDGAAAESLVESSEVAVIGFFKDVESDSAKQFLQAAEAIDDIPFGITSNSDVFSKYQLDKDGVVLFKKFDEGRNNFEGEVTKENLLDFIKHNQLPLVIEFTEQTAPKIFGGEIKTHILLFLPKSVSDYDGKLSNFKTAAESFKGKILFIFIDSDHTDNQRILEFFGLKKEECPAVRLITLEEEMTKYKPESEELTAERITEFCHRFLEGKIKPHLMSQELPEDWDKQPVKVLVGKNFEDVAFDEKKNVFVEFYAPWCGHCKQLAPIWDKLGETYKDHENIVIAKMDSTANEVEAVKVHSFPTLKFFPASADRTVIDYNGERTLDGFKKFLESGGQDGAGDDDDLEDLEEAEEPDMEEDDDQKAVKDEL
Vif inh = HIV Vif inhibition; HEK293T cells, Vif self-association by quenched fluorescence, imaging, 24 h; hit rate 0.35% among 340,000; inhibition, % at 7.49 µM; in the data active means inhibition above about 50%, passing the limit was not always enough; further: some results filed as inactive read as strong as hits
m5-HT2A agonist = agonists of mouse serotonin 5-HT2A receptor (HTR2A). P35363. activation, % at 7.6 µM. CHO-K1 mHTR2A beta-arrestin complementation, luminescence; percent of 30 µM serotonin response. hit rate 0.66% among 360,000;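 active means activation above a run cutoff, the mean activation of all tested compounds plus 3 SD, cut at about 14% in these data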;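 further: 0% = plate median of compound wells and 100% = 30 µM serotonin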
Target sequence (P35363 whole entry, looked up): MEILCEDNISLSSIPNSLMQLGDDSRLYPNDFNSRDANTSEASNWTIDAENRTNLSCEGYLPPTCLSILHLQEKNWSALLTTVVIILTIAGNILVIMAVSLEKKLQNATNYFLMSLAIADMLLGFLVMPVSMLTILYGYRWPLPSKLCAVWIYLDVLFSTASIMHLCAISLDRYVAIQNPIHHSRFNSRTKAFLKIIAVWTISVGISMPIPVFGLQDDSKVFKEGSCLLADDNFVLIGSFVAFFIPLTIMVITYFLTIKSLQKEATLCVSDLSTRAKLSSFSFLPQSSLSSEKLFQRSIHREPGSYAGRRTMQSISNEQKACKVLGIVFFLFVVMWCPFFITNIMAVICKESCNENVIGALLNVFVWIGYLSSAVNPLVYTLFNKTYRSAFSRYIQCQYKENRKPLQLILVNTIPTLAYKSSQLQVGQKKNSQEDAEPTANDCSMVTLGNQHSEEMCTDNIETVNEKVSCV
ABCB6 inh MLPCN = blocks the human ABCB6 transporter | hit rate 0.19% among 360,000 | K562-ABCB6 porphyrin accumulation, flow cytometry, 1 h; stronger effect = lower value | Q9NP58 | fluorescence ratio to DMSO, % at 10 µM | AID 602162;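 active means fluorescence ratio to DMSO below 75%, the collection mean minus 3 SD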;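 further: signal is porphyrin accumulated inside mitochondria; 100% equals median channel fluorescence of DMSO control wells; lower ratio means ABCB6 inhibition with less porphyrin fluorescence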
aDG glyco up = alpha-DG glycosylation activation | activation, % at 10 µM | hit rate 0.22% among 360,000 | Pro5-aDG cells, alpha-DG glycosylation AlphaScreen (IIH6); 0% Pro5, 100% B10-LARGE cell signal;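 active means activation of at least 8% versus controls, or a plate z-score of at least 8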;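 further: Pro5 are CHO cells carrying HIG-tagged alpha-DG that lacks glycosylation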
Numbers without * were called inactive; . = not tested or not shown.

Each structure is followed by: CaV13 ICDI inh, Vif inh, m5-HT2A agonist, H9c2 protect, ABCB6 inh MLPCN, iPSC survival up, PDI inh, Glyco luc inh, aDG glyco up, Granule exo inh
> CC1(C)CC(=O)C2=C(C1)OC(N)=C(C#N)C2c1ccc2c(c1)OCO2 (centres undefined)
→ -7, 7, -2, 2, 96, -0.3, -19, 2, 0.0, -5
> CC(=O)Nc1cc(-c2cccc(C)c2)cn2c(-c3ccc(S(C)(=O)=O)cc3)cnc12
→ -6, 7, -1, 34, 94, 0.2, -1, -4, -0.6, -12
> C[C@H]1CN([C@@H](C)CO)S(=O)(=O)c2ccc(Br)cc2O[C@H]1CN(C)C(=O)Cc1ccccc1
→ -4, -2, -5, 21, 100, -1.7, -1, 1, 0.0, -4
> O=C(CCCOc1ccc(Cl)cc1)N1CCCCCC1
→ -4, ., -4, -1, 96, -3.4, 3, -1, 0.3, 1
> N#Cc1c(NC(=O)CCn2cnc3ccccc3c2=O)oc(-c2ccccc2)c1-c1ccccc1
→ ., -12, -4, -6, 100, 0.2, 0, -1, 0.5, -2
> CCOc1ccc(N2C(=O)C(CC(=O)Nc3ccc(F)cc3)N(Cc3ccccn3)C2=S)cc1 (centres undefined)
→ -17, -1, -2, -3, 96, -0.2, 4, 2, -0.2, -9
> COc1ccc(CCNc2nc(-c3ccco3)cc(C(F)(F)F)n2)cc1OC
→ -5, -4, 0, 15, 93, -1.1, 0, -2, 0.5, -1
> CSc1nsc(NC(=O)Cc2ccccc2)n1
→ -10, -13, 1, -4, 93, -1.7, -3, -1, 0.2, -1
> COc1cccc(C(C[N+](=O)[O-])c2c(C)[nH]n(-c3ccccc3)c2=O)c1 (centres undefined)
→ -4, 2, 5, -1, 102, 2.1, 0, 4, 0.3, -2
> Cc1ccc(C(=O)NCC(=O)N/N=C/c2cccs2)cc1C
→ 1, 2, 2, 1, 94, -0.3, 2, 0, -0.4, -3
> Cc1cc(/C=C2\C(=N)N3N=C(S(C)(=O)=O)SC3=NC2=O)c(C)n1Cc1ccccc1
→ -5, ., -1, -4, 105, -1.2, 3, -1, -0.1, -1
> COc1cccc(/C=N/NC(=O)c2[nH]nc3c2CCc2ccccc2-3)c1O
→ ., 1, 3, 29, 97, -0.8, -9, -7, 1.2, 4
> CCOC(=O)Cc1csc(N/N=C\c2cccc(Br)c2)n1
→ -2, -12, 3, -6, 98, -1.5, -1, 1, 0.1, -1
> CC(=O)Nc1cccc(-c2cc(NC(C)=O)c3ncc(-c4ccc(C(C)=O)cc4)n3c2)c1
→ -7, -10, -3, 19, 90, -2.3, 8, -7, -0.4, 0
> CC(C)CN(Cc1c(O)ccc2c3c(c(=O)oc12)CCC3)CC(C)C
→ -6, 2, 3, 16, 98, 2.8, -1, 0, -0.2, -3
> COc1cccc(-c2cnc(C(O)c3c(C)cccc3C)[nH]2)c1 (centres undefined)
→ 1, -4, 0, -4, 97, -0.4, -2, 1, -0.2, 4
> C=C(C)c1cccc(C(C)(C)NC(=O)N2CCC(C)CC2)c1
→ ., -3, 19*, 9, 95, 0.6, -2, -2, 0.3, -4
> C[C@]12C(=O)N(c3ccc(C(F)(F)F)cc3)C(=O)N1[C@@H]1c3ccccc3OC[C@@H]1[C@H]2c1ccccc1
→ -4, -7, -2, -11, 97, 0.4, 0, -7, 0.0, -9
> c1csc(C(c2nnnn2C2CCCCC2)N2CCN(c3nc4ccccc4s3)CC2)c1 (centres undefined)
→ ., -3, 15*, -10, 95, 3.4, 4, 0, 0.0, 1
> COCc1cc(C)nc2sc(C(=O)N3CCN(c4ccccc4)CC3)c(N)c12
→ -7, ., -3, 9, 100, 4.3, 14, 1, 0.7, 23
> COc1ccc(C)cc1S(=O)(=O)N1CCCC(C(=O)NCC2CCCO2)C1 (centres undefined)
→ -4, 0, -1, -1, 98, 3.1, 2, 3, -0.2, 1
> Cc1ccc(S(=O)(=O)N(C)C[C@H]2Oc3cc(C#CC4CCCC4)ccc3S(=O)(=O)N([C@H](C)CO)C[C@H]2C)cc1
→ -7, ., -7, -16, 98, -1.4, -4, -7, -0.2, 1
> CC(C)c1ccc(S(=O)(=O)N2CCN(C(=O)c3ccncc3)CC2)cc1
→ -2, 9, -2, -11, 93, -0.1, 9, 0, 0.3, -1
> Cc1c(C2C(C#N)=C(N)N(c3ccccc3C#N)C3=C2C(=O)CCC3)cnn1C (centres undefined)
→ -4, 1, 5, 18, 102, -1.1, 9, 2, -0.4, -2
> O=C(CCC1(C(=O)O)CCC(=O)NC1)NCc1ccccc1 (centres undefined)
→ -6, ., 3, 0, 101, 1.0, 9, 0, -0.1, -4
> CCC(=O)Nc1ccc(N2CCOCC2)c(S(=O)(=O)Nc2ccc(OC)cc2)c1
→ 8, -9, 0, 1, 97, -0.5, 4, -2, 0.0, 2
> COc1ccc2c(-c3ccc(OCCN4CCCCC4)cc3)c(-c3ccccc3OC)sc2c1
→ ., -3, -5, -25, 103, -4.7, 5, -6, 0.8, 66*
> Cc1ccc2c(c1)NC(=O)C(CC(=O)NCCCN1CCCCC1C)O2 (centres undefined)
→ 1, 9, 6, 12, 102, 5.1, ., -5, -0.3, 0
> Cc1ccc(S(=O)(=O)Nc2cc(C)cn(Cc3ccc(F)cc3)c2=O)cc1
→ -5, 1, 2, -2, 103, -0.3, -12, -1, 0.3, 11
> COc1ccc(/C(N)=N/OC(=O)CCC2CCCC2)cc1
→ -6, 16, 0, -1, 96, 0.2, 6, 2, 0.3, 3

Reprinted from the part before: four entries, followed by the next part.
Each structure is followed by: CaV13 ICDI inh, Vif inh, m5-HT2A agonist, H9c2 protect, ABCB6 inh MLPCN, iPSC survival up, PDI inh, Glyco luc inh, aDG glyco up, Granule exo inh
> COc1ccc2c(-c3ccc(OCCN4CCCCC4)cc3)c(-c3ccccc3OC)sc2c1
→ ., -3, -5, -25, 103, -4.7, 5, -6, 0.8, 66*
> Cc1ccc2c(c1)NC(=O)C(CC(=O)NCCCN1CCCCC1C)O2 (centres undefined)
→ 1, 9, 6, 12, 102, 5.1, ., -5, -0.3, 0
> Cc1ccc(S(=O)(=O)Nc2cc(C)cn(Cc3ccc(F)cc3)c2=O)cc1
→ -5, 1, 2, -2, 103, -0.3, -12, -1, 0.3, 11
> COc1ccc(/C(N)=N/OC(=O)CCC2CCCC2)cc1
→ -6, 16, 0, -1, 96, 0.2, 6, 2, 0.3, 3
> CC(=O)NCCC(=O)Nc1ccc(F)cc1C
→ ., 4, 5, 14, 99, -1.1, 1, 1, 2.3, 5
> COc1ccc2nc(SCC(=O)NCc3ccc4c(c3)OCO4)[nH]c2c1
→ -5, 0, 0, 2, 99, 2.4, -4, 1, 0.0, 1
> Cc1ccc(Cn2cc(CN3CC(N4CCN(C5CCN(C)CC5)CC4)CS3(=O)=O)nn2)cc1 (centres undefined)
→ -6, ., -6, ., 102, -0.6, ., ., -0.2, -3
> C=CCNC(=O)C1CC(=O)N(c2ccc(OCC(=O)Nc3ccc(CC)cc3)cc2)C1 (centres undefined)
→ -6, 5, -4, -5, 93, -0.3, 7, 0, 0.4, -3
> COc1cccc(Nc2cc(C)c3ccccc3n2)c1
→ -3, -10, -6, -4, 93, 0.4, 6, -1, 0.1, 17
> O=C1OCC/C1=C\c1ccc(O)cc1
→ -20, 10, 3, -5, 95, -0.1, 9, 2, -0.2, -3
> Cc1cc(C)c2nc(N(CCCN(C)C)C(=O)c3ccc(S(=O)(=O)N4CCCCCC4)cc3)sc2c1
→ -5, -4, -8, -17, 99, -0.3, -4, -5, 1.0, 25
> O=[N+]([O-])c1ccc(NCc2ccc(Cl)cc2)nc1
→ -18, 1, -9, -3, 101, -0.6, 3, 0, 1.0, -4
> O=C(CC1(O)C(=O)Nc2cc(Cl)cc(Cl)c21)c1ccncc1 (centres undefined)
→ -5, 4, -3, -7, 109, 0.1, 1, 2, 4.5, 0
> O=c1oc(/C=C/c2ccccc2)nc2ccccc12
→ -3, -7, 2, -25, 93, -1.3, -3, -11, 0.3, -2
> CCN1CCN(S(=O)(=O)c2cc(C(=O)O)ccc2Cl)CC1
→ -4, 2, 0, -1, 98, 0.7, -6, 0, 0.0, 1
> Cc1sc2nc(CN3CCCCC3)nc(Cl)c2c1C
→ -15, 16, 0, -16, 103, -3.1, -2, -3, 1.0, 0
> CCCCNC(=O)CSc1nc(Cc2ccccc2)nc2ccccc12
→ -6, -3, 2, 4, 100, 1.1, 3, -6, 0.2, 20
> O=C(Oc1ccccc1[N+](=O)[O-])c1cccnc1
→ -1, ., 0, 1, 97, -0.9, 1, 2, -0.2, 0
> CCn1cc(Cl)c(C(=O)Nc2ccc(OC)c(OC)c2)n1
→ 1, 14, 0, -1, 98, -1.0, -16, 2, 0.2, -2
> CCCn1c(=O)c(F)cn(Cc2ccc(OC)c([N+](=O)[O-])c2)c1=O
→ ., -2, 3, 1, 101, 1.3, 10, 3, 0.2, -2
> COc1ccc(N2CCN(C(=O)c3ccc(-n4nc(C)cc4C)cc3)CC2)cc1
→ -5, 8, 5, 0, 96, 0.7, -3, 0, -0.1, -1
> CSc1ccc(/C=C(/NC(=O)c2ccccc2)C(=O)NCCN2CCOCC2)cc1
→ ., -8, 1, 12, 98, -0.5, 1, -1, -0.4, 15
> Cc1ccc(S(=O)(=O)c2nc(-c3ccc(F)cc3)oc2SCC(N)=O)cc1
→ -6, -8, 8, -5, 91, -1.8, -18, 0, 0.2, -3
> c1ccc(COc2ccc(Oc3nc(N4CCCCC4)nc(N4CCOCC4)n3)nn2)cc1
→ ., 6, -3, 8, 97, -0.3, -3, 2, -0.2, 14
> CCCOc1ccc(C(=O)Nc2ccc(N3CCN(C(=O)c4ccco4)CC3)cc2)cc1
→ -5, 29, 1, -3, 99, 0.2, 8, -9, -0.2, 2
> O=C(NC1CCCCCCC1)c1cccc(S(=O)(=O)N2CCOCC2)c1
→ -6, -6, -3, 8, 100, 0.1, -6, -2, 0.0, -4
> CCOc1ccc(C2=Nn3c(CC)nnc3SC2)cc1
→ -6, -11, -3, -15, 99, -0.9, -8, 8, -0.1, 14
> O=C(CCCCCN1C(=O)CCC1=O)Nc1ccc(Br)cc1F
→ -1, -6, 4, -2, 97, 6.4, 1, 2, 0.0, -3
> O=C(O)CCCNS(=O)(=O)c1ccc(F)cc1
→ ., -3, 1, 1, 97, -0.1, 6, 2, -0.2, 0
> Cc1ccc(N2C(N)=C(C#N)C(c3ccsc3)C3=C2CC(C)(C)CC3=O)cc1 (centres undefined)
→ ., -7, -2, 6, 109, -3.3, 8, -5, -0.2, 5
> COC(=O)c1ccc(NC(=O)CSC2=Nc3ccccc3C3CC=NN23)cc1 (centres undefined)
→ ., -7, 0, 11, 95, -1.2, 9, 0, 0.2, 2
> COc1ccc(N=Cc2c(O)cc(C)oc2=O)cc1
→ -4, 14, -3, 2, 100, 0.8, 12, 2, -0.4, 6

Ordered by SMILES length (lowest first): some entries from above
Each structure is followed by: CaV13 ICDI inh, Vif inh, m5-HT2A agonist, H9c2 protect, ABCB6 inh MLPCN, iPSC survival up, PDI inh, Glyco luc inh, aDG glyco up, Granule exo inh
> CCN1CCN(S(=O)(=O)c2cc(C(=O)O)ccc2Cl)CC1
→ -4, 2, 0, -1, 98, 0.7, -6, 0, 0.0, 1
> COc1cccc(-c2cnc(C(O)c3c(C)cccc3C)[nH]2)c1 (centres undefined)
→ 1, -4, 0, -4, 97, -0.4, -2, 1, -0.2, 4
> O=C(NC1CCCCCCC1)c1cccc(S(=O)(=O)N2CCOCC2)c1
→ -6, -6, -3, 8, 100, 0.1, -6, -2, 0.0, -4

Compound activity deposited in PubChem by several laboratories.

This is a random part of the collection; about 3.1% have a hit in one of these screens.
